SIAE inh – inhibitors of human sialic acid acetylesterase SIAE. inhibition, % at 9.66 µM. 370,000 compounds, 0.69% hits. SIAE FP-Rh probe binding, fluorescence polarization. Q9HAT2. AID 1053197;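 active means inhibition above a cutoff: mean of compounds within the control limits plus 3 SD of those, cut at about 17% in these data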;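 further: 0% = plate median of compound wells and 100% = probe without SIAE protein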
HTRA1 inh – HTRA1 (human) protease inhibition | Q92743 | recombinant HTRA1, FP-rhodamine activity-based probe, fluorescence polarization | inhibition, % at 5.96 µM | 340,000 compounds, 0.5% hits; in the data active means inhibition above about 36%;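 further: 0% = enzyme with DMSO and 100% = wells lacking enzyme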
PRMT1 FP inh – blocks human protein arginine methyltransferase 1. Q99873. recombinant PRMT1, activity-based probe fluorescence polarization. inhibition, % at 2.79 µM. 370,000 compounds, 1.3% hits;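 active means inhibition above about 21% made by adding two undisclosed values, limit read from the data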
Target sequence (Q99873 whole entry, looked up): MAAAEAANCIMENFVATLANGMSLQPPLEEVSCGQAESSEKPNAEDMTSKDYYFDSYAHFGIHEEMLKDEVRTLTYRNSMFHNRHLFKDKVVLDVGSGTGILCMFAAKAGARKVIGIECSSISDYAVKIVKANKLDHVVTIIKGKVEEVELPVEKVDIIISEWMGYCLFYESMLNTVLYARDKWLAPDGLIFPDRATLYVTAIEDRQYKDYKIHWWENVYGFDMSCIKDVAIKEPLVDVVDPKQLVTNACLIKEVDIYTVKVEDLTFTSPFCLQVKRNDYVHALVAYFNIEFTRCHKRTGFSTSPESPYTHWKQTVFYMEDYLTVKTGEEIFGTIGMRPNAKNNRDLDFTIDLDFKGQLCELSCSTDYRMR
Rev-erbA mod – Rev-erb alpha (human) modulation; P20393; 370,000 compounds, 0.79% hits; activity, % at 10 µM; Rev-erbα–FITC-DNA binding, fluorescence polarization, 90 min;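 active means activity above about 14%, limit read from the data; passing the limit was not always enough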;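 further: 0% = DMSO wells with 35 nM protein and 100% = DMSO wells with 750 nM protein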
mABHD4 FP – inhibits mouse alpha/beta hydrolase domain 4; Q8VD66; purified mABHD4, FP-Rh probe fluorescence polarization; inhibition, % at 8.92 µM; 370,000 compounds, 0.54% hits;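 active means inhibition exceeding the mean over every tested compound plus 3 SD, cut at about 30% in these data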;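 further: 0% = plate median of compound wells and 100% = S159A mutant with DMSO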
Target sequence (Q8VD66 whole entry, looked up, the tested form may be a part): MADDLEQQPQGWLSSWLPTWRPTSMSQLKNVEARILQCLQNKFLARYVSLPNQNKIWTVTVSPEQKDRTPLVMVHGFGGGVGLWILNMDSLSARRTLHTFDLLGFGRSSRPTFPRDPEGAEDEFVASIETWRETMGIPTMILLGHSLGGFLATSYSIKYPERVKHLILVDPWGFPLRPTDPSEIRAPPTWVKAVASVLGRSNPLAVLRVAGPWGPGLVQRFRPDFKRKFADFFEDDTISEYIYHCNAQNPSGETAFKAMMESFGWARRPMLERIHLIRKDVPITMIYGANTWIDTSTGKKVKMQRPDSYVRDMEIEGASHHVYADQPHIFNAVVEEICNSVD
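system = mouse ABHD4 enzyme, wild type | medium = HEPES pH 7.0, NaCl, Pluronic buffer | also added = FP-Rh probe | incubation = Enzyme–compound pre-incubation 45 min, then probe 60 min, both 25 °C | technique = fluorescence polarization, excitation 525 nm, emission 598 nm, BODIPY TMR filters | controls = S159A mutant high control, sample median low control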
TDP2 inh – blocks human TDP2 phosphodiesterase activity | 370,000 compounds, 0.34% hits | AID 720702 | inhibition, % at 12.8 µM | recombinant TDP2, T5PNP hydrolysis, p-nitrophenol absorbance 415 nm;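 active means inhibition above the mean of all tested compounds plus 3 SD, set per campaign, cut at about 25% in these data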;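 further: 0% = DMSO with enzyme and 100% = buffer with substrate but no TDP2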
Target sequence (O95551 whole entry, looked up): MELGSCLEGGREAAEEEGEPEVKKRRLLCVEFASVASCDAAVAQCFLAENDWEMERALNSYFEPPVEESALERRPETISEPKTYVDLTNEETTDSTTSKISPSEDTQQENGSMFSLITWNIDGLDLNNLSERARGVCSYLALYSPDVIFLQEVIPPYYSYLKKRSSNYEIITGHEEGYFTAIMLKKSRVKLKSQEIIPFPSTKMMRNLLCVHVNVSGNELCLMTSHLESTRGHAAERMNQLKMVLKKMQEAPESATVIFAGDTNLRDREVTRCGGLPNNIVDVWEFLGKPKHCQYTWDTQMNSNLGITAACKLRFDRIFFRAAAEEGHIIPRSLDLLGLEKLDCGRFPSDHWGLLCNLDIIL
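Read-out basis: percent inhibition. System: recombinant human TDP2. Buffer or medium: Mg2+-containing Tris-HCl buffer, pH 7.5. Repeats: single replicate. Timing: reaction 2 h, 37 °C. Benchmarks: high control without enzyme, low control DMSO plus TDP2. Probe or stimulus: 5 mM T5PNP. Doses: 12.8 µM only. Measured by: epi absorbance of p-nitrophenol freed from T5PNP by hydrolysis.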
LEDGF integ inh – blocks HIV-1 LEDGF/p75-dependent DNA integration | inhibition, % at 3.7 µM | TR-FRET IN-LEDGF/p75 DNA integration, Eu/Cy5 | 370,000 compounds, 0.64% hits | AID 743269;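 active means inhibition above the screen-wide mean plus 3 SD, cut at about 13% in these data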;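 further: signal is the Cy5 over europium emission ratio at 671 and 618 nm; 0% = plate median of compound wells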
rCAG binder – r(CAG) repeat RNA binding | inhibition, % at 3 µM | 370,000 compounds, 1.3% hits | AID 651821 | TO-PRO-1 dye displacement fluorescence;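 active means inhibition above the plate cutoff, the mean of all test compounds on that plate plus 3 SD, cut at about 35% in these data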;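 further: 0% = DMSO alone and 100% = 100 µM mitoxantrone as full dye displacement; higher means more dye released from RNA so lower well fluorescence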
TCR CD3 inh – blocks the human TCR-CD3 interaction; inhibition, % at 9.4 µM; TAMRA-labeled TCR probe fluorescence, biochemical; 360,000 compounds, 0.37% hits; AID 651800; in the data active means inhibition above about 19%;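 further: recombinant mutant TCR 2C K166C tagged with TAMRA read by polarization; 0% = receptor in buffer alone and 100% = receptor with positive control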
PG9 binder – binds the HIV-1 gp120 antibody PG9; TR-FRET gp120-PG9 antibody binding; inhibition, % at 6.7 µM; 360,000 compounds, 0.43% hits; AID 624416; in the data active means inhibition above about 8.5%
Numbers without * were called inactive; nt = no result given. This is a subset; rates above refer to the full screens.

SMILES	SIAE inh	HTRA1 inh	PRMT1 FP inh	Rev-erbA mod	mABHD4 FP	TDP2 inh	LEDGF integ inh	rCAG binder	TCR CD3 inh	PG9 binder
CCOCCCn1cnc2c3cc(F)ccc3n(C)c2c1=O	0	0	0	0	2	5	3	-3	0	-0.2
Cc1ncc(CSc2nccc(=O)[nH]2)c(CO)c1O	-1	-1	7	-8	2	5	-2	-3	-5	1.1
CCOc1ccccc1CNCC1CCCO1 (configuration not stated)	2	-1	-1	-1	3	13	1	1	1	-2.1
Cc1ccc(C)c(Nc2nc3nonc3nc2N2CCOCC2)c1	-4	-10	1	-1	2	4	-4	-2	-2	-1.6
O=C(NC(=S)NCc1ccco1)c1ccccc1[N+](=O)[O-]	3	-3	-3	-1	0	-15	1	-2	5	-2.0
Cc1ccc2nc(Cl)c(C3CC(c4cccs4)=NN3S(C)(=O)=O)cc2c1 (configuration not stated)	8	4	-1	6	-6	2	0	1	2	-1.0
O=C(Nc1ccc(Br)c(C(F)(F)F)c1)c1ccc(C(F)(F)F)cc1	-111	nt	4	1	-63	-7	0	4	-3	1.4
Cc1ccc([C@@H]2[C@@H]3C(=O)N(C)C(=O)[C@@H]3[C@]3(Cc4ccccc4)C(=O)N(Cc4ccccn4)CC(=O)N23)o1	-3	-3	0	-3	0	-1	0	0	1	0.4
FC(F)(F)c1cc(N2CCOCC2)nc(-c2ccccc2)n1	-3	-6	-2	-4	2	-4	3	0	3	-3.3
NS(=O)(=O)OCCCCCc1ccccc1	-4	-1	-1	2	5	5	1	1	8	0.0
C[C@@H]1CCCCO[C@H](CN(C)Cc2ccc(Cl)c(Cl)c2)[C@H](C)CN([C@@H](C)CO)C(=O)c2cc(NC(=O)Nc3ccc(F)cc3)ccc2O1	-16	-37	-5	1	-1	8	-3	15	1	-2.2
Cc1ccc(Cn2c(C(C)Nc3nc(-c4ccc(Cl)c([N+](=O)[O-])c4)cs3)nc3cc(C(F)(F)F)ccc32)cc1 (configuration not stated)	-14	-25	8	2	-4	-2	2	22	6	0.9
CC(C)[C@H]1CN(C)CCN1Cc1cn(C)nc1-c1cccc(Cl)c1	0	4	-3	-4	-6	-1	1	-7	3	-0.1
CCOC(=O)c1c(C)nc2sc3c(=O)n(-c4ccc(C(C)=O)cc4)cnc3c2c1-c1ccc(OC)cc1	-2	-2	3	31*	14	11	1	1	-5	0.8
N/C(=N\OC(=O)c1cccc(F)c1)c1ccccc1	3	4	0	-4	0	20	0	2	3	-0.4
Cn1cc([N+](=O)[O-])c(C(=O)Nc2nccs2)n1	3	-4	2	10	-7	4	2	2	2	-0.9
Cc1ccc(S(=O)(=O)N2CCOCC2)cc1C(=O)OCC(=O)Nc1ccc(Cl)cn1	2	-1	-3	-3	-4	-6	-1	3	-1	0.3
O=C(O)C1CCCCC1C(=O)NCCCN1CCOCC1 (configuration not stated)	4	3	0	2	6	1	0	-1	-2	-0.1
O=c1oc2ccccc2c2c1C(O)CO2 (configuration not stated)	3	7	0	-5	-6	-6	0	1	-13	1.8
Cc1ccc(NC(=O)CCCn2nc(C)c3c(C)n(-c4ccccc4)nc3c2=O)c(Cl)c1	0	1	0	15	-1	-8	-2	-2	3	0.0
O=C(/C=C/c1ccccc1)Nc1cc(S(=O)(=O)N2CCOCC2)ccc1N1CCCC1	-2	-1	3	0	1	-5	-1	5	2	-0.3
CCCCNC(=O)COC(=O)c1c2c(nc3ccccc13)/C(=C\c1cccs1)CC2	-2	-51	2	-1	-8	4	2	20	-3	5.5
O=C(Nc1ccc(Cl)c(C(F)(F)F)c1)C1Cc2c(-c3ccc4c(c3)OCO4)ccnc2O1 (configuration not stated)	-82	nt	-3	0	-41	3	1	7	6	-1.3
Cc1ccc(CSc2nnc(-c3cccs3)n2C)cc1	0	4	-3	-1	-16	0	-1	-4	5	0.5
Cc1noc(C)c1COc1ccccc1C(=O)NNC(=O)c1ccc(F)cc1	1	0	3	1	1	6	1	2	3	-1.4
Cc1ccc(OCC(=O)Nc2cc(Cl)ccc2-n2cncn2)c(C)c1	-3	-11	0	3	3	-2	-3	2	-1	0.3
COc1ccc(/C=C2/CCCC(CN(C)C)C2=O)cc1 (configuration not stated)	-4	-9	0	8	-16	6	4	2	1	-0.7
COc1ccc(S(=O)(=O)N(C)CC(=O)Nc2ccccc2C(F)(F)F)cc1	-1	-2	0	1	-4	-5	7	-2	5	-0.2
COCc1c(C(=O)N2CCN(Cc3c(F)cccc3Cl)CC2)oc2ccccc12	-2	-14	6	6	1	-17	-6	-4	-2	1.1
CC(=O)CSc1nnc2cc(C)c3ccccc3n12	0	4	-4	-3	-5	-5	3	2	1	-2.8
CCNc1nc(NCC)nc(N/N=C/c2ccc([N+](=O)[O-])o2)n1	7	10	3	2	5	5	0	6	7	-5.3
COc1cc(/C=C2/S/C(=N/S(=O)(=O)c3ccccc3)NC2=O)c([N+](=O)[O-])cc1OC	-12	6	33*	0	5	1	-3	78*	-1	-0.7
Cc1ccc(C(C)C)c(OCc2ccc(C(=O)N/N=C/c3ccc(O)cc3O)cc2)c1	-14	26	4	2	-29	-5	-10	38*	26*	-0.8
O=C(NCC1(O)CCCCC1)C1CCC(=O)N(Cc2cccc(C(F)(F)F)c2)C1 (configuration not stated)	-8	-4	0	-2	4	0	-3	-10	8	-3.1
CC(=O)Nc1cccc(NC(=O)C2CC(=O)N(C3CCCCC3)C2)c1 (configuration not stated)	-5	4	11	5	10	20	4	4	2	-0.2
O=C(O)c1ccc(Cl)c(S(=O)(=O)Nc2cccc(C(=O)Nc3cccc(C(F)(F)F)c3)c2)c1	-48	-34	0	-2	-29	5	-2	39*	-2	0.0
CCOc1ccc(N2CC(C(=O)Nc3cccc(C)c3C)CC2=O)cc1 (configuration not stated)	1	1	2	7	-9	-16	0	2	2	2.5
Clc1ccc(-c2nc3ccccc3[nH]2)cn1	4	-1	-4	1	-2	-1	1	0	9	0.1
COc1cccc(NC(=O)Cc2cccs2)c1	0	2	-3	-2	-1	-1	-2	-1	-3	-2.0
Cc1cccc(CN2CCN(C3CN(C4CCCCC4)S(=O)(=O)C3)CC2)c1 (configuration not stated)	3	nt	3	-1	2	-8	-4	0	-3	-2.0
O=c1cc(CN2CCN(c3ccccc3O)CC2)nc2sccn12	3	11	7	-5	1	-13	1	5	-3	-0.7
O=C(CN1CCN(c2ccccn2)CC1)Nc1ccc(Cl)c(C(F)(F)F)c1	-6	-13	-2	3	-5	0	0	-5	-2	-2.5
COc1ccccc1C1/C(=C(/O)c2ccc(C)cc2)C(=O)C(=O)N1CCN1CCOCC1 (configuration not stated)	-1	0	1	2	4	2	1	6	-3	0.5
CC1CCN(CCNC(=O)C2CCCN(S(=O)(=O)c3cccc4nonc34)C2)CC1 (configuration not stated)	-1	12	0	-4	2	2	0	-4	-3	-0.3
CC(=O)N1CCC(=NNC(=O)CSc2cc(C)c(Br)cc2C)CC1	0	3	-2	-6	3	4	0	1	1	-2.5
COc1ccc(CNC(=O)CCC(=O)Nc2nnc(C(F)(F)F)s2)cc1	-3	-2	-1	3	0	0	1	0	-3	-3.2
Cc1ccccc1C(=O)N1CCC(C(=O)Nc2nccs2)CC1	4	5	6	-2	8	0	-1	-3	-5	0.5
CCOC(=O)c1c(N)n(-c2ccc(N)cc2)c2nc3ccccc3nc12	-3	0	1	5	1	-1	4	1	3	-1.1
CCc1ccc2[nH]c(=O)c(C(c3nnnn3Cc3ccco3)N3CCC(C)CC3)cc2c1 (configuration not stated)	-6	-26	16	-3	-8	-2	9	1	5	-1.6
O=C(Cc1c(F)cccc1Cl)Nc1ccccc1C(=O)N1CCCCC1	-4	1	-1	-3	0	1	1	-1	3	-0.6

Next part.
SMILES	SIAE inh	HTRA1 inh	PRMT1 FP inh	Rev-erbA mod	mABHD4 FP	TDP2 inh	LEDGF integ inh	rCAG binder	TCR CD3 inh	PG9 binder
O=C(NCC1CCCN1S(=O)(=O)c1cccs1)c1ccc(Cl)cc1 (configuration not stated)	-16	-10	0	3	0	9	-1	-6	-4	-1.4
FC(F)(F)c1cccc(-c2cc3nc(NC4CCCCC4)ccn3n2)c1	-7	nt	-7	7	-20	2	2	5	2	0.3
Cc1cc(CNC(=O)c2ccc3nc(Cc4ccccc4F)oc3c2)nn1C	-4	-4	9	9	-9	-11	0	-4	-2	0.2
C=CCNc1oc(-c2cccc(F)c2)nc1C#N	3	13	7	-3	6	2	-6	3	-7	0.4
O=C(CSC1=NS(=O)(=O)c2ccccc2N1)NCCc1ccccc1	13	1	0	7	0	-9	3	9	0	-0.9
Cc1ccc(SCC(=O)N2CC(C)OC(C)C2)cc1 (configuration not stated)	3	-2	0	-7	6	4	0	-4	4	-0.3
C/C(=N\NC(=O)c1cccs1)c1ccncc1	0	6	9	-1	-8	-9	-2	1	-4	0.9
Cc1cc2c(cc1S(=O)(=O)NCc1ccccc1)n(C)c(=O)c(=O)n2C	-7	2	-4	-1	-1	-9	2	3	0	-0.1
Cc1cc(NC(=O)c2cc(-c3ccccn3)nc3ccccc23)no1	1	0	-1	0	7	11	-1	-3	-6	1.1
Cn1c(=NC(=O)CCS(=O)(=O)c2ccccc2)sc2cc(F)ccc21	2	0	0	-14	5	8	3	5	1	0.6
CC1(C)CC(=O)C(/C=N/c2ncccc2C(=O)O)=C(O)C1	8	7	0	-4	3	11	1	0	8	-1.6
Cc1ccc(CN2C(=O)CSC2c2ccc(F)cc2)cc1 (configuration not stated)	7	1	-1	-1	5	4	2	-4	13	-0.1
CC(C)CN(C(=O)c1ccc(N2CCCC2=O)cc1)C1CCS(=O)(=O)C1 (configuration not stated)	5	-4	1	-5	-2	6	-1	-1	1	0.4
C[C@@H]1OC(C2CCCCC2)N(C)[C@H]2C[C@H]3c4cc(N5CCOCC5)ccc4CCN3C[C@@H]12 (some centres not stated)	1	nt	6	-2	3	0	1	2	nt	nt
O=C(OCc1nnc(-c2ccccc2)o1)c1ccc(Cl)cc1	-3	-4	3	1	-3	1	2	-3	0	-2.9
CC1CN(C(=O)c2cc3cc(Cl)ccc3[nH]2)CC(C)O1 (configuration not stated)	-11	-2	-1	4	3	-1	-1	5	-1	-0.7
O=C(O)CCC(=O)NNC(=O)COc1ccc(Cl)cc1Cl	-3	nt	2	-2	-1	-3	-5	-2	-6	-0.2

Entries of single compounds as entered above. Order of screens: SIAE inh, HTRA1 inh, PRMT1 FP inh, Rev-erbA mod, mABHD4 FP, TDP2 inh, LEDGF integ inh, rCAG binder, TCR CD3 inh, PG9 binder
`Cc1ccc(CN2C(=O)CSC2c2ccc(F)cc2)cc1` (configuration not stated) is entered as 7, 1, -1, -1, 5, 4, 2, -4, 13, -0.1
`CC1CN(C(=O)c2cc3cc(Cl)ccc3[nH]2)CC(C)O1` (configuration not stated) is entered as -11, -2, -1, 4, 3, -1, -1, 5, -1, -0.7
`O=C(OCc1nnc(-c2ccccc2)o1)c1ccc(Cl)cc1` is entered as -3, -4, 3, 1, -3, 1, 2, -3, 0, -2.9
